High-throughput results (PubChem)
AID2073: inhibitors of Mint1-CaV2.2 protein interaction, biochemical, HTRF (AID 2073) | HTRF protein-protein interaction, Mint1-CaV2.2; higher % means a stronger effect | one-dose inhibition, % at 20 µM; IC50 in µM for titrated hits | actives 0.19% (n = 290,000); in the data active = inhibition mostly above about 51%, no sharp cut-off; also: some results filed as inactive read as strong as hits
LYP inhibition: PTPN22 lymphoid phosphatase activity blockers – biochemical, fluorescence intensity, uHTS (AID 1779). recombinant LYP phosphatase, fluorescence intensity; higher % means a stronger effect. inhibition, % at 11.5 µM, or IC50 in µM where a hit was titrated. actives 0.054% (n = 290,000);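 also: plate controls were vehicle with enzyme for no effect and no enzyme for full effect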
PMI inhibitors: inhibitors of human PMI, primary screen, biochemical, fluorescence intensity, coupled assay (AID 1209); purified PMI enzyme, coupled fluorescence intensity; higher % means a stronger effect; one-dose inhibition, % at 20 µM; IC50 in µM for titrated hits; actives 0.42% (n = 190,000);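 also: plate controls were DMSO vehicle for no effect and wells lacking substrate for full effect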
P. falciparum M1AAP: P. falciparum M1AAP inhibitors, biochemical, fluorogenic H-Leu-NHMec substrate, 1536-well (AID 1445); actives 0.42% (n = 220,000); recombinant M1AAP, H-Leu-NHMec fluorogenic kinetic assay; higher % means a stronger effect; inhibition, % at 30 µM; hits with a dose series show IC50 in µM;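 active = primary inhibition above the hit cutoff, then over 50% inhibition at one or more dose response concentrations, cut at about 23% in these data, passing the limit was not always enough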;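 also: plate controls were DMSO full reaction for no effect and no enzyme background for full effect; strong numbers were not always called active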
SIAH1 antagonists: blockers of Siah-1 interaction with plectin peptide – biochemical, fluorescence polarization, rhodamine-plectin, uHTS, primary screen (AID 1817); displacement, % at 20 µM; hits with a dose series show IC50 in µM; actives 0.02% (n = 290,000); Siah-1 / rhodamine-plectin peptide fluorescence polarization; higher % means a stronger effect;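 active = displacement of at least 50% at 20 µM, with a fluorescence ratio check between 0.3 and a set limit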;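 also: plate controls were Siah plus tracer with DMSO for no effect and tracer alone without Siah for full effect; strong numbers were not always called active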
human PMI inhibitors: MPI inhibition at elevated mannose 6-phosphate – biochemical, fluorescence intensity, high mannose 6-phosphate, primary screen (AID 1220); recombinant PMI enzyme, coupled fluorescence intensity; higher % means a stronger effect; one-dose inhibition, % at 20 µM; IC50 in µM for titrated hits; actives 0.66% (n = 190,000)
P. falciparum M17LAP: P. falciparum M17LAP inhibitors, primary screen, biochemical, fluorogenic H-Leu-NHMec substrate, 1536-well (AID 1619) | recombinant M17LAP, H-Leu-NHMec fluorogenic kinetic assay; higher % means a stronger effect | inhibition, % at 30 µM; hits with a dose series show IC50 in µM | actives 0.38% (n = 220,000);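 active = compound inhibiting the enzyme by more than half at any dose during confirmatory dose-response retesting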;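 also: plate controls were full reaction with DMSO carrier for no effect and no enzyme background for full effect; strong numbers were not always called active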
Dynein cargo inh: dynein cargo transport inhibition; 3617.4 mouse cells, GR-EGFP nuclear translocation imaging; test concentration mostly 20 µM; stimulated with dexamethasone, 1 µM; hits give low values; z-score, hits read low; actives 0.47% (n = 220,000); AID 1381;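 active = plate z-score of nuclear minus cytoplasmic receptor signal below a set negative limit, without overly bright fluorescence or cell loss, cut at about -3.5 in these data, passing the limit was not always enough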;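 also: z-score of nuclear minus cytoplasmic ring GR-EGFP intensity difference per well; some compounds called inactive have numbers as strong as hits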
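Also added – dexamethasone, 1.0 µM final · Buffer or medium – tet-free, stripped-serum medium · Schedule – induction 48 h, compound 1 h, agonist 30 min · Detection – formaldehyde fixation, Hoechst nuclear stain, 10x automated fluorescence imaging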
XIAP displacement: XIAP antagonists, biochemical, IAP family, fluorescence polarization (AID 1018). XIAP BIR domain, fluorescence polarization peptide displacement; higher % means a stronger effect. displacement, % at 20 µM, or IC50 in µM where a hit was titrated. actives 0.007% (n = 200,000); in the data active = displacement above about 50%; also: a part of the inactive calls stands beside numbers as strong as those of hits
Dynein cargo inh cytoplasmic EGFP: recorded beside Dynein cargo inh, whose call it bears; z-score; measured here: cytoplasmic GR-EGFP intensity; hits give high values
Dynein cargo inh nuclear GR-EGFP: further read-out of Dynein cargo inh, marked with its call; z-score; measured here: nuclear GR-EGFP intensity;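 lower value marks the stronger effect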
Dynein cargo inh cell count: also measured in Dynein cargo inh; calls as there; z-score; measured here: cell count per field
* = called active by the depositor; x = not tested or not shown. Rule as the data show it, unless noted: active = inhibition above about 50%; inactive = the rest.

compound	PMI inhibitors	SIAH1 antagonists	human PMI inhibitors	AID2073	P. falciparum M1AAP	XIAP displacement	LYP inhibition	Dynein cargo inh cytoplasmic EGFP	Dynein cargo inh cell count	Dynein cargo inh nuclear GR-EGFP	P. falciparum M17LAP	Dynein cargo inh
CC(=O)c1nc(N2C(=O)CC(Cc3ccccc3)C2=O)sc1C (stereo unspecified)	17.2%	-5.9%	7.8%	9.8%	-2.4%	-7.9%	-3.3%	-0.263	-0.343	0.723	8.5%	0.381
COC(=O)c1cccnc1N1CCN(c2ccccc2F)CC1	20.2%	-1.7%	16.1%	8.7%	4.8%	-2.7%	-7.0%	-0.122	0.857	-0.801	-1.1%	-0.964
N#Cc1cccc(NC(=O)CCC2CCCC2)c1	6.6%	-0.3%	7.8%	-5.4%	2.7%	-0.7%	-3.4%	-0.234	-0.356	0.319	-1.8%	-0.124
O=C(c1cccc(-c2nnc(-c3ccccc3)o2)c1)N1CCCCCC1	-3.7%	3.5%	-3.7%	2.7%	9.5%	-2.7%	-3.7%	-0.0186	-0.0326	0.942	24.6%	1.62
COc1ccc(CC(=O)Nc2nncs2)cc1OC	4.1%	1.6%	3.7%	-2.3%	9.1%	-19.4%	-2.5%	-0.125	0.446	0.162	-0.3%	0.0239
CCCCOc1nc(N)nc(-c2ccccc2)n1	6.5%	-6.5%	2.5%	0.7%	0.8%	-3.4%	0.0%	-0.226	1.29	-0.0811	2.5%	-0.0612
O=C(COc1ccc(S(=O)(=O)NC2CCCCC2)cc1)Nc1ccc2c(c1)OCCO2	4.5%	-6.0%	1.1%	-2.2%	0.7%	-0.9%	-8.5%	-0.28	0.921	-0.743	-11.4%	-1.42
Cn1cccc1/C=N/N1CCN(Cc2cccc3ccccc23)CC1	x	-2.3%	x	-51.1%	3.4%	x	-3.5%	-0.0737	-0.831	0.728	-0.2%	0.345
Cc1cc(NC(=O)C23CC4CC(CC(C4)C2)C3)n[nH]1	2.2%	-4.4%	0.1%	-8.4%	7.6%	-10.8%	-8.3%	-0.298	-0.0588	0.222	6.0%	-0.12
Cc1ccc(-c2cccc(C3CC=CC4C3C(=O)N(Cc3ccccc3)C4c3ccc4ccccc4c3)c2)cc1 (stereo unspecified)	x	5.5%	x	25.7%	-3.6%	x	1.4%	-0.752	-0.398	0.0443	6.9%	-0.239
CCOC(=O)c1[nH]c(C)c(C(=O)OC(C)C(=O)Nc2ncc(Cl)cc2Cl)c1C (stereo unspecified)	10.9%	-1.2%	8.8%	-9.2%	2.2%	2.5%	-9.2%	-0.226	0.139	-0.783	5.2%	0.406
COC(=O)C1NN=C(C(=O)c2ccc(Cl)cc2)C1c1ccc(OC)cc1 (stereo unspecified)	-0.4%	0.3%	2.2%	-6.1%	-0.9%	-4.0%	7.7%	-0.0612	0.22	-0.174	11.7%	0.329
Cc1cc(C)nc(N/N=C/c2c(C)oc3ccccc23)n1	0.8%	-1.7%	6.9%	-5.1%	0.0%	-10.3%	-2.0%	-0.243	0.826	-0.588	29.3%	-0.873
Nc1cc(=O)[nH]c(SCc2csc(-c3ccccc3)n2)n1	3.6%	9.1%	11.5%	13.1%	1.8%	-3.2%	-1.2%	-0.322	0.911	-0.383	4.5%	-0.818
Cc1onc(-c2ccccc2)c1C(=O)N(Cc1ccccn1)Cc1ccccn1	x	2.3%	x	8.8%	0.3%	x	-7.8%	-0.243	0.183	-0.146	-0.9%	-0.0426
CCc1nnc(NS(=O)(=O)c2ccc(NS(=O)(=O)c3ccccc3)cc2)s1	5.6%	4.1%	0.7%	11.0%	5.6%	-0.4%	1.2%	-0.183	-0.147	-0.12	25.6%	-0.712
Cc1nn(C)c(C)c1S(=O)(=O)N1CCCC(C(=O)N2CCN(c3ccc(Cl)cc3)CC2)C1 (stereo unspecified)	6.7%	-5.1%	-4.4%	0.7%	16.9%	-10.0%	0.3%	-0.166	-0.596	0.859	5.6%	0.868
CN(Cc1ccccc1)c1nc2c(c(=O)n(C)c(=O)n2C)n1CCSc1ncccn1	14.6%	4.7%	5.5%	-6.9%	1.3%	-2.3%	-2.3%	-0.197	0.313	0.202	-0.9%	-0.0277
CCO/N=C(\C)c1c(O)c2ccccc2n(C)c1=O	-11.5%	-0.7%	2.8%	5.4%	0.5%	-2.0%	-2.4%	-0.218	0.319	-0.438	9.2%	-0.589
NC1=C(O)C(=O)C(c2ccccc2)O1 (stereo unspecified)	x	-2.1%	x	8.9%	1.9%	x	-4.2%	-0.212	1.62	-0.75	-4.2%	-0.744
Cc1cc(O)c(C(C)C)cc1NC(=O)c1ccc(Cl)cc1	8.0%	3.1%	2.8%	-3.3%	2.5%	-5.1%	-10.8%	-0.211	0.452	-0.534	-0.7%	-0.461
N#CNC(=Nc1cccc(C(F)(F)F)c1)SCc1ccc(C(=O)O)cc1	x	2.6%	x	12.1%	-5.2%	x	-2.3%	-0.21	-0.894	0.343	-7.4%	0.718
Cc1ccc(C)c(NC(=S)NC(NC(=O)Cc2cccc3ccccc23)C(Cl)(Cl)Cl)c1 (stereo unspecified)	6.5%	-1.5%	3.0%	-4.1%	11.0%	-5.4%	-7.5%	-0.0888	1.08	-0.198	15.0%	-0.401
COC(=O)c1ccc(COc2ccccc2/C=C(\C#N)C(=O)Nc2c(C)cccc2C)cc1	-4.0%	0.9%	-2.0%	8.6%	-1.4%	-2.1%	5.2%	-0.18	0.622	-0.846	4.1%	-0.921
CC1=NN(C(=O)c2ccc(Cn3cc(Br)c([N+](=O)[O-])n3)o2)C(O)(C(F)(F)F)C1 (stereo unspecified)	-3.5%	4.3%	-11.4%	5.0%	10.8%	-3.3%	-7.2%	-0.313	0.143	-0.198	20.1%	0.119

Two entries from above, reformatted.
| PMI inhibitors | SIAH1 antagonists | human PMI inhibitors | AID2073 | P. falciparum M1AAP | XIAP displacement | LYP inhibition | Dynein cargo inh cytoplasmic EGFP | Dynein cargo inh cell count | Dynein cargo inh nuclear GR-EGFP | P. falciparum M17LAP | Dynein cargo inh | SMILES |
| --- | --- | --- | --- | --- | --- | --- | --- | --- | --- | --- | --- | --- |
| x | 5.5% | x | 25.7% | -3.6% | x | 1.4% | -0.752 | -0.398 | 0.0443 | 6.9% | -0.239 | Cc1ccc(-c2cccc(C3CC=CC4C3C(=O)N(Cc3ccccc3)C4c3ccc4ccccc4c3)c2)cc1 (stereo unspecified) |
| 8.0% | 3.1% | 2.8% | -3.3% | 2.5% | -5.1% | -10.8% | -0.211 | 0.452 | -0.534 | -0.7% | -0.461 | Cc1cc(O)c(C(C)C)cc1NC(=O)c1ccc(Cl)cc1 |

Next section:
compound	PMI inhibitors	SIAH1 antagonists	human PMI inhibitors	AID2073	P. falciparum M1AAP	XIAP displacement	LYP inhibition	Dynein cargo inh cytoplasmic EGFP	Dynein cargo inh cell count	Dynein cargo inh nuclear GR-EGFP	P. falciparum M17LAP	Dynein cargo inh
Cc1nnc(NC(=O)CSc2nc(CC(C)C)nc3c2c(=O)n(C)c(=O)n3C)s1	42.6%	3.7%	11.2%	-4.6%	-0.5%	-2.1%	-4.8%	-0.206	0.407	0.135	0.4%	0.012
COc1ccc(C)cc1N1C(=N)/C(=C2/Nc3ccccc3S2)C(c2ccccc2)C1=O (stereo unspecified)	8.9%	2.2%	8.2%	19.1%	-1.1%	-0.4%	14.8%	1.3*	-1.17*	-1.54*	3.8%	-3.55*
Cc1ccccc1N1C(=O)CC(Nc2ccc3c(c2)OCO3)C1=O (stereo unspecified)	16.9%	1.9%	47.7%	-5.4%	4.2%	-2.9%	-2.9%	-0.288	-0.514	0.828	5.8%	0.729
COc1ccc(N2CCN(C(=O)CSc3nnc4c(C)cc5c(C)cc(C)cc5n34)CC2)cc1	18.1%	1.4%	16.5%	13.9%	13.2%	-6.1%	-6.6%	-0.2	-0.749	-0.673	4.5%	-0.901
CCCCOC(=O)Cn1c(=O)n(CC(=O)OCCCC)c2cc(C)ccc21	-3.5%	0.6%	-7.5%	9.1%	-0.8%	-3.5%	-8.4%	0.0157	0.333	-0.359	-2.4%	-0.3
Cn1c(CCNC(=O)c2cccs2)nnc1SCC(=O)N1CCN(c2ccccc2)CC1	-22.4%	-4.4%	-46.0%	-3.5%	0.0%	-4.1%	-12.0%	-0.169	-1.15	0.703	5.0%	0.817
COc1ccc(-c2nc3c(=O)n(C)c(=O)[nH]c3n2CCc2ccccc2)cc1	2.3%	1.6%	14.4%	8.4%	-3.2%	-6.2%	-8.7%	-0.238	-1.56	1.09	-3.3%	0.949
COc1ccc(N2C(=O)CCC(C(=O)Nc3ccccn3)C2c2ccc(OC)c(OC)c2)cc1 (stereo unspecified)	-4.3%	7.6%	-5.5%	-10.3%	7.8%	0.1%	-6.2%	-0.36	-0.17	0.43	-5.6%	1.63
CCCC/C(C)=N\NC(=O)CNS(=O)(=O)c1ccc([N+](=O)[O-])cc1	-16.2%	-2.7%	-9.2%	5.0%	3.2%	-2.6%	-3.8%	0.456	-1.52	1.45	1.1%	1.53
O=C(NCCc1ccccc1)c1ccnc(/C=N/O)c1	7.8%	-8.5%	2.0%	0.3%	-2.1%	-7.9%	-6.0%	-0.309	0.107	0.00733	18.2%	-0.048
CSc1nc2n(n1)C(c1cc(Br)ccc1F)C(C(=O)N(C)C)=C(C)N2 (stereo unspecified)	4.4%	0.9%	-5.7%	-2.9%	1.3%	-3.5%	-6.3%	-0.336	0.534	-0.276	-3.6%	-0.788
Nc1cccc(S(=O)(=O)Nc2ccc(Br)cc2)c1	x	-1.4%	x	-12.3%	-2.5%	x	-4.4%	-0.134	-2.05	0.416	-3.5%	1.04

A few values from the entries so far.
Under Dynein cargo inh cytoplasmic EGFP, COc1ccc(C)cc1N1C(=N)/C(=C2/Nc3ccccc3S2)C(c2ccccc2)C1=O (stereo unspecified) has the entry 1.3*
Under XIAP displacement, COc1ccc(N2C(=O)CCC(C(=O)Nc3ccccn3)C2c2ccc(OC)c(OC)c2)cc1 (stereo unspecified) has the entry 0.1%
Under Dynein cargo inh, CSc1nc2n(n1)C(c1cc(Br)ccc1F)C(C(=O)N(C)C)=C(C)N2 (stereo unspecified) has the entry -0.788

An unsorted share of the library; overall some 2.1% were active at least once.
